# Screening results deposited in PubChem BioAssay by several laboratories.
# SR-BI DiI inh – blocks mouse SR-BI lipid uptake from DiI-HDL. ldlA[mSR-BI] CHO cells, DiI-HDL uptake fluorescence, 3 h. inhibition, % at 12.5 µM. hit rate 0.96% among 320,000. AID 488896;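 active means mean replicate inhibition of at least 70% and a set share of replicates each scoring 70 or more; inconclusive means meets just one of the two criteria; inactive means fails both criteria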;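 further: 0% = median of neutral control wells and 100% = median of positive control wells; values of inactives mirror those of a sister screen read the other way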
# PvdQ acylase – blocks Pseudomonas aeruginosa PvdQ acylase activity. purified PvdQ acylase, fluorescence plate reader. inhibition, % at 10 µM. hit rate 0.063% among 340,000. AID 488965; in the data active means inhibition above about 30%, passing the limit was not always enough; inconclusive means no clear call, values can overlap the other calls;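 further: 0% = vehicle neutral wells and 100% = reference inhibitor wells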
# HTR5A ag ctr – activates human HTR5A in OPRM1-OPRD1 agonist counter-screen. P47898. HTR5A agonist assay, luminescence, cell-based. activation, % at 9.3 µM. hit rate 0.61% among 340,000; in the data active means activation mostly above about 9.5%, no sharp cut-off; inactive means mostly below about 7.6%;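 further: 0% = cells with vehicle only and 100% = reference agonist; strong numbers were not always called active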
# Target sequence (P47898 whole entry, looked up): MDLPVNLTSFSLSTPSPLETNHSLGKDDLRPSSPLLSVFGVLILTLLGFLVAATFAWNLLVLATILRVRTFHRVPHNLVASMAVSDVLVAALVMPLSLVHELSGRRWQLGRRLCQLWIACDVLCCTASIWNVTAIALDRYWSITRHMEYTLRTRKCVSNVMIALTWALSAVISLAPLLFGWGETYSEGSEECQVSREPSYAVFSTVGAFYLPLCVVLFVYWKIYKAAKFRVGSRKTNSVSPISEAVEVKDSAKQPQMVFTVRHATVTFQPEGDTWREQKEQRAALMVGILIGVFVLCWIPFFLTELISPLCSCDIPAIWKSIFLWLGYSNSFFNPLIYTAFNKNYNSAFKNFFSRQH
# CDK5 p35 inh – CDK5/p35 (human) kinase inhibition | Q00535+Q15078 | Recombinant CDK5/p35, ADP-Glo luminescence, 60 min | inhibition, % at 10 µM | hit rate 0.01% among 330,000 | AID 488839;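 active means highest replicate inhibition of at least 50% and at least 75% of replicates reaching 50%; inconclusive means only one of the two criteria met; inactive means both criteria failed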;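 further: plate controls were DMSO neutral control for no effect and GW8510 at 10 µM for full effect; many of its hits are not listed in these tables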
# Wnt act – activates Wnt/beta-catenin signaling in a reporter cell assay. activation, % at 9.35 µM. activator, plate reader. hit rate 1.2% among 300,000. AID 743398; in the data active means activation above about 30%, passing the limit was not always enough; inconclusive means no clear call, values can overlap the other calls;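 further: 0% = neutral control wells and 100% = positive control wells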
# SR-BI uptake up – SR-BI HDL lipid transfer activation; CHO ldlA[mSR-BI] cells, DiI-HDL uptake fluorescence, 3 h; 100 = double the neutral-control signal; activation, % at 12.5 µM; hit rate 0.096% among 320,000; AID 504775;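 active means mean replicate activation of at least 60% and every replicate at or above 60%; inconclusive means mean or all-replicate condition met, but not both; inactive means mean below 60% and not all replicates reaching 60%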;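 further: 0% = median plate neutral-control signal and 100% = twice that signal; values of inactives mirror those of a sister screen read the other way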
#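 Material: SR-BI-overexpressing, LDLR-lacking CHO cells; schedule: compound exposure 3 h, 37 °C; reagent: DiI-labelled HDL at 10 µg/mL final; technique: bottom-read fluorescence, 550/595 nm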
# RTF Ca sens act – increases calcium sensitivity of human cardiac regulated thin filaments; P19429+P45379; IANBD-labeled TnC RTF fluorescence at EC20 calcium; 0% EC20 calcium, 100% full calcium; activation, % at 7.2 µM; hit rate 0.24% among 340,000;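 active means activation above the mean over all tested compounds plus 3 SD, cut at about 30% in these data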;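 further: rise in fluorescence read as greater calcium sensitivity of cardiac thin filaments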
# Rtt109 Vps75 – inhibitors of Candida albicans Rtt109/Vps75 histone acetyltransferase; hit rate 0.16% among 330,000; inhibition, % at 34.9 µM; purified Rtt109/Vps75, ThioGlo CoA-SH fluorescence, 4 h; Q5AAJ8;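 active means inhibition of at least 50% in every replicate; inconclusive means best replicate reaches 50% inhibition but some replicates fall short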
# Target sequence (Q5AAJ8 whole entry, looked up): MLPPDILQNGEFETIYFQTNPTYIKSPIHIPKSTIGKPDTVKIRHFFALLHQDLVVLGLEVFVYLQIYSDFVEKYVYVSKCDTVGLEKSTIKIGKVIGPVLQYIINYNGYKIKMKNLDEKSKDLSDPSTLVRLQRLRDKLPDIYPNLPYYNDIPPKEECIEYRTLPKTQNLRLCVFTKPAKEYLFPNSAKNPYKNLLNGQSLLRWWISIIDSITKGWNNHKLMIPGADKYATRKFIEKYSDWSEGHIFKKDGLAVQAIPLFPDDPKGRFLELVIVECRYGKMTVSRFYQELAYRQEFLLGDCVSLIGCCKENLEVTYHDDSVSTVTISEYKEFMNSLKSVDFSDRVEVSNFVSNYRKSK
# dFosB act – enhances mouse delta FosB homodimer DNA binding | hit rate 0.99% among 340,000 | AID 493131 | purified delta FosB, TAMRA-CDK5 oligo fluorescence polarization; percent of positive-control signal above neutral wells | activation, % at 25 µM | P13346;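 active means mean activation above about 17%, with every replicate also reaching it, limit read from the data, passing the limit was not always enough; inconclusive means only one of the two conditions met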;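 further: fluorescence polarization rise as delta FosB binds a TAMRA Cdk5 AP-1 oligo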
# Target sequence (P13346 whole entry, looked up): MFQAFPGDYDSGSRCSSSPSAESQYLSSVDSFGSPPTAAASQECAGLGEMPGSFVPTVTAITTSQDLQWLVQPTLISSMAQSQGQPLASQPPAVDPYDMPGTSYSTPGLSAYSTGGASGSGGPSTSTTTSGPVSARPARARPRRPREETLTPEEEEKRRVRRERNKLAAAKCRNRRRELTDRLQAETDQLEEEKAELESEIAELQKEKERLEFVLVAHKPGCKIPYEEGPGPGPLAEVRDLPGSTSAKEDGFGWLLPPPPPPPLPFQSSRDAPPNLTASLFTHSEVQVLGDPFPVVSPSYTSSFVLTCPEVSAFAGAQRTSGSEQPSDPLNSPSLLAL
# MITF act – MITF TRPM1 promoter activation in melanoma cells; SK-MEL-5 TRPM1-promoter luciferase, 24 h; % of positive control, neutral wells = 0; hit rate 0.75% among 300,000; activation, % at 12.5 µM;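 active means mean activation of at least 80% with every replicate also reaching 80%; inconclusive means mean reaches 80% but some replicate falls short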;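 further: 0% = neutral control wells and 100% = parthenolide positive control wells; values of inactives mirror those of a sister screen read the other way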
# Numbers without * were called inactive; ? = inconclusive; · = not tested or not shown. Not a hit list; 4.4% or so of the library scored in one or more.
SMILES,SR-BI DiI inh,PvdQ acylase,HTR5A ag ctr,CDK5 p35 inh,Wnt act,SR-BI uptake up,RTF Ca sens act,Rtt109 Vps75,dFosB act,MITF act
COc1ccccc1CN1C(=O)c2ccccc2C1C(=O)NC1CCC(C)CC1 (configuration not stated),-35,-19,-1,-7.2,-3,35,4,-1,-3,7
CN(CC(=O)Nc1cc(S(=O)(=O)N2CCCC2)ccc1Cl)Cc1nc2ccccc2c(=O)[nH]1,48,2,-7,1.1,-4,-48,-2,1,-11,-13
COc1ccc(OC)c(C(O)c2nc3ccccc3n2C)c1 (configuration not stated),-15,4,-3,-0.6,0,15,0,0,5,·
CCOC(=O)N1CCN(c2c(N3CCc4ccccc43)c(=O)c2=O)CC1,-2,-8,6,-2.4,0,2,-3,1,4,·
CCCNCC(=O)Nc1cccc(S(=O)(=O)NC2=NCCCCC2)c1,-4,9,-2,-0.4,-1,4,5,-4,-2,4
Cc1sc2nc(SCCN(C)C)n(-c3ccccc3)c(=O)c2c1-c1ccc(F)cc1,-5,5,3,-0.8,-3,5,-3,8,22*,7
COc1ccccc1NC(=O)c1ccc2[nH]c(C)c(C)c2c1,81*,-6,1,-2.0,40*,-81,-4,1,-13,28
COC(=O)C1CCN(S(=O)(=O)c2cn(C)c(=O)n(C)c2=O)CC1,-35,-3,0,-0.3,-6,35,-1,-5,7,8
CC(OC(=O)CN(C)S(=O)(=O)c1ccc(Cl)cc1)C(=O)Nc1ncc(Cl)cc1Cl (configuration not stated),-15,-5,-1,-1.3,·,15,4,6,-1,-9
O=C(Cc1c(O)c2ccccc2[nH]c1=O)NCc1cccc(F)c1,-5,3,2,-0.6,0,5,-5,0,2,-4
O=C(COc1ccc(-n2cnnn2)cc1)Nc1ccccc1Cl,·,-8,5,-0.4,4,·,2,-2,-1,10
CCOc1ccc(NS(=O)(=O)c2ccc(NS(C)(=O)=O)cc2)cc1,8,-10,-8,-0.3,·,-8,6,-1,-3,9
CC(=O)Nc1cc(C(F)(F)F)ccc1Oc1cccc(Br)c1,2,-10,-3,2.8,·,-2,3,5,-7,-18
COc1cccc(C(=O)NNC(=O)C2CC(C)=C(C)CC2C(=O)O)c1 (configuration not stated),·,-4,5,-1.8,-2,·,-2,-2,5,6
CC(C)(C)C(=O)NNC(=O)COc1ccc2ccccc2c1Br,·,3,-1,-0.9,5,·,-4,-13,-11,13
CCc1ccccc1NC(=O)/C(=C/c1ccccc1)c1ccccc1,32,-16,1,-1.5,·,-32,-3,-5,-5,16
CC(=O)c1cccc(S(=O)(=O)Nc2cccnc2)c1,·,11,14,-0.2,-1,·,-2,?,-13,-8
CCn1c(C)nc2cc(C(=O)NNC(=O)CN(C)S(=O)(=O)c3ccc(NC(C)=O)cc3)ccc21,5,-15,0,2.0,-2,-5,4,4,2,5
COc1cc(NC(=S)NC(=O)c2ccc(C)cc2C)ccc1NC(=O)c1cccs1,32,-8,-4,-2.5,-1,-32,-8,1,1,8
C=CCn1c(SC)nnc1-c1ccc2ncccc2c1,-6,-16,4,0.8,4,6,1,-16,-8,·
CCOc1ccc(NC(=O)CC2C(=O)N(c3ccc(OCC)cc3)C(=S)N2C2CC2)cc1 (configuration not stated),37,-2,3,-1.0,0,-37,1,-3,13,-2
CCOc1ccccc1NC(C)C(=O)Nc1cc(C(F)(F)F)ccc1N1CCOCC1 (configuration not stated),15,9,4,1.5,·,-15,-6,-4,-2,-9
COc1ccc(N2C(=O)CC(N3CCN(c4cccc(Cl)c4)CC3)C2=O)cc1 (configuration not stated),-10,17,-1,-1.4,-2,10,0,8,-5,·
N#CCCn1c(=S)[nH]c2ccccc21,-30,9,1,0.1,-3,30,5,-5,1,·
COc1cc(NC(=O)[C@@H](NC(=O)N2CCn3c2nc2ccccc23)C(C)C)cc(OC)c1,17,9,·,-0.1,-2,-17,-3,15,-4,-7
O=[N+]([O-])c1ccc(Oc2ccc(Oc3ccc(C(F)(F)F)cn3)cc2)nc1,-4,-7,6,-1.9,4,4,5,7,-6,-4
Cc1ccc(OCCOC(=O)c2sc(=S)n(C)c2C)cc1,22,-8,2,0.4,-3,-22,-1,-5,-3,12
CCN(CCCNC(=O)Cn1cc2c(n1)CCCC2)c1cccc(C)c1,-12,10,-4,1.1,-2,12,7,13,-14,-8
Cc1ccc(-c2ccc(/C=N\n3cnnc3)o2)c(Br)c1,-7,-11,-2,0.6,2,7,-8,-1,-24,11
CC(C)CC(=O)c1c[nH]c(C(=O)NCc2cccnc2)c1,-3,-24,-2,-0.9,-2,3,7,5,-1,-6
NS(=O)(=O)c1ccc(CNC(=S)Nc2ccc(Cl)c(Cl)c2)cc1,39,10,0,-0.7,3,-39,-1,-12,-3,-11
Cc1nc(SCC(=O)N2c3ccccc3Sc3ccccc32)n[nH]1,7,-12,-4,0.1,·,-7,3,1,1,-11
COc1ccc(CC(=O)Nc2ccc(OC)nc2)cc1,-19,15,-4,1.2,-1,19,1,-7,-4,-2
O=C(OCc1ccc(F)cc1)c1cc2ccccc2cc1O,23,-18,2,-0.1,0,-23,-6,6,-1,4
COc1ccc(N(CC(=O)N2CCc3ccccc3C2)S(C)(=O)=O)cc1,11,-2,-2,-1.0,·,-11,-4,-1,0,9
CC(C)N1C(=O)S/C(=C/c2ccccc2OCc2ccc(C(=O)O)cc2)C1=O,-24,-8,-4,-1.5,0,24,10,17,-19,-4
COc1cc(C(=O)NCCc2ccc3c(c2)OCO3)cc(OC)c1OC,-7,-12,0,-1.7,-4,7,-3,-23,-15,-2
COC(=O)/C=C/c1oc2ccccc2c1C,-19,9,-3,-0.7,3,19,-3,9,3,-12
O=C(NCCO)C(c1ccccc1)c1ccccc1,-14,-16,-2,-0.3,·,14,5,12,0,5
COc1ccc(CN2CCNC(=O)C2CC(=O)O)cc1OC (configuration not stated),-14,-23,1,-5.0,-3,14,1,-8,8,-13
CCCCCCCCCCCCCCCC[N+](C)(C)CCl,10,-19,6,1.4,-4,-10,-2,-15,-58,·
COc1cccc(-c2nnc(-c3ccccc3NC(=O)c3ccc(C(C)(C)C)cc3)o2)c1,4,3,·,0.4,9,-4,·,-6,-11,·
O=[N+]([O-])c1ccc(N(CC2CO2)S(=O)(=O)c2ccccc2)cc1 (configuration not stated),0,7,-2,1.0,-3,0,-2,-2,-5,3
CC1=CC(c2ccccc2)n2nc(N)nc2N1 (configuration not stated),1,1,4,1.7,1,-1,-9,-62,-8,7
Cc1ccnc(NC(=O)c2cccc(S(=O)(=O)NCc3ccccc3)c2)c1,8,-17,-2,7.7,2,-8,-1,-11,-11,18
COc1ccc(CN(CC(=O)NCc2ccccc2)C(=O)CCC(=O)Nc2nccs2)cc1,·,-22,-3,-1.4,-1,·,3,-5,0,-6
COC(=O)c1cccc(Cn2nc(C)c([N+](=O)[O-])c2C)c1,20,-9,6,-0.4,-3,-20,3,10,-3,-3
CC1(C)CC2CC(C)(CN2C(=O)c2cc(-c3ccccc3O)on2)C1 (configuration not stated),60,-7,-5,1.2,10,-60,7,-2,5,1
CCCNC(=S)N1CCC(NC(=O)c2cccc(C)c2)CC1,-5,11,0,2.6,0,5,-4,2,4,1
NC(=O)c1cccc(N=Cc2cc(Cl)cc(Cl)c2O)c1,-24,-7,2,-1.1,-9,24,3,0,-5,4
Cc1ccccc1-c1n[nH]c(=S)n1C,-17,-14,-6,-0.1,-3,17,-7,-4,3,-9
Cc1ccc(N2CC(O)(c3cccs3)[N+]3=C2CCCC3)cc1 (configuration not stated),-5,-6,-5,-0.9,-1,5,-1,-1,-2,2
Nc1nnnn1CC(=O)N/N=C/c1ccc(-c2cccc(Cl)c2)o1,0,-17,-6,-0.5,-8,0,-4,-17,?,0
CCc1c(C)nc2ncnn2c1Nc1ccc(C#N)c(Cl)c1,18,-9,-4,-8.3,·,-18,9,-7,-3,-1
COC(=O)c1ccc2c(=O)[nH]c(CSc3nnc(C(F)(F)F)n3C)nc2c1,18,15,4,2.9,-4,-18,4,-13,3,3
CCc1ccc(OCC(=O)N(C)C)c(Br)c1,12,2,-2,-1.1,-6,-12,3,-10,-3,1
O=C(Nc1ccccc1)N1CCN(Cc2ccccc2)CC1,-27,-1,-1,1.9,8,27,1,-5,-3,4
COc1ccccc1NS(=O)(=O)c1ccc(N/N=C/c2ccccc2OCC(=O)O)c([N+](=O)[O-])c1,21,-1,-3,1.6,1,-21,-5,-1,-8,5
O=C1CC(NCC2CCCO2)C(=O)N1c1ccc(F)cc1 (configuration not stated),-27,-9,-1,0.4,-5,27,4,-1,-2,10
COc1ccc(NC(=O)C2CCCC2)cc1,1,8,-2,-0.2,2,-1,5,-2,0,·
# Next part
SMILES,SR-BI DiI inh,PvdQ acylase,HTR5A ag ctr,CDK5 p35 inh,Wnt act,SR-BI uptake up,RTF Ca sens act,Rtt109 Vps75,dFosB act,MITF act
O=S(=O)(c1ccc(S(=O)(=O)N2CCC(O)CC2)cc1)N1CCCC1,·,-2,2,-0.4,1,·,-4,-2,-6,5
COc1ccc(-n2nc(C(=O)NCC(=O)NCc3ccc(F)cc3)c3ccccc3c2=O)cc1,3,-9,-2,0.4,-3,-3,1,-2,-15,4
O=C(O)COc1ccc2c(c1)O/C(=C\c1cccs1)C2=O,·,13,2,2.7,-2,·,0,-1,-1,3
CCCn1c(-c2nonc2N)nc2ccccc21,6,-1,2,-0.4,-8,-6,2,-1,0,·
CC(=O)Nc1ccc(-c2nnc(SCc3ccc(C)cc3)n2C)cc1,-6,1,2,-0.7,·,6,-1,6,-3,5
Cc1ccc2nc(NCCc3ccc(Cl)cc3)c3nncn3c2c1,38,22,0,-0.9,-1,-38,-8,-4,2,13
Cc1cc(=O)cc(C)n1-c1ccc(O)cc1,-32,-5,-2,1.6,-3,32,-3,10,5,-4
Cn1cccc1/C=N/n1c(-c2ccc(C(C)(C)C)cc2)n[nH]c1=S,-10,-11,-2,4.4,·,10,2,3,-5,10
O=C(/C=C/Nc1ccc([N+](=O)[O-])cc1)c1ccc(Br)cc1,29,-5,2,-1.4,-2,-29,5,3,1,39
N#CC[C@H](c1ccccc1)N1CCN(Cc2ccccc2)CCC1=O,-19,-4,16,-0.8,-4,19,3,-3,-3,11
CN1CCN(c2ccc([N+](=O)[O-])cc2NC(=O)c2ccco2)CC1,5,-7,1,0.7,-7,-5,-4,-4,-9,-2
CC(=O)c1cccc(CN2CCCCC2C(=O)Nc2ccc(Oc3ccccc3)nc2)c1 (configuration not stated),29,-13,7,-3.1,1,·,-1,0,-11,10
CC1CCCC(C)N1C(=O)COC(=O)c1nn(C)c(=O)c2ccccc12 (configuration not stated),-11,-17,6,0.0,0,11,8,-11,-7,1
